CHRM1 agonist: agonists of human M1 muscarinic receptor | 0.33% of 360,000 active | CHO-K1 hM1, Fluo-8 calcium fluorescence, agonist mode; 0% DMSO, 100% acetylcholine EC100 | P11229 | AID 588814 | activation, % at 3 µM;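 active = activation above the run's mean compound activation plus 3 SD, cut at about 16% in these data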;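 note: peak over basal fluorescence ratio within a 140 s kinetic read after compound addition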
Target sequence (P11229 whole entry, looked up): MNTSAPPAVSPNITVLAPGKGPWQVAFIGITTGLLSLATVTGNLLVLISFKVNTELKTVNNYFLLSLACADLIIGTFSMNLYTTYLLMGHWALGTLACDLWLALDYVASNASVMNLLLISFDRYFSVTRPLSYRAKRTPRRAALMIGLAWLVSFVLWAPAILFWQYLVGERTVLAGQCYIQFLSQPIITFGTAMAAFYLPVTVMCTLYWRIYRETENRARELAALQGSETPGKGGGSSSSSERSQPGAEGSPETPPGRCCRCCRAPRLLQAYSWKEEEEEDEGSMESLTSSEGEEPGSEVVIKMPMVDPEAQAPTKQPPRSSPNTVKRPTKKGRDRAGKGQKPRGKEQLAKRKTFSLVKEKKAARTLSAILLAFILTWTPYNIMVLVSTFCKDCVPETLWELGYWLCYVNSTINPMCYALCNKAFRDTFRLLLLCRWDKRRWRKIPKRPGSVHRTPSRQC
CHRM1 antagonist: antagonists of human M1 muscarinic receptor. 1.3% of 360,000 active. AID 588852. P11229. inhibition, % at 3 µM. CHO-K1 hM1, Fluo-8 calcium fluorescence, ACh EC80 antagonist;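 active = percent inhibition above its own plate's cutoff, namely the mean of that plate's compound wells plus 3 SD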;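 note: peak over basal fluorescence ratio during 140 s after agonist addition; 0% = ACh EC80 plus DMSO and 100% = DMSO alone without agonist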
CHRM5 agonist: CHRM5 agonism in calcium assay; P08912; CHO-K1 hM5 cells, Fluo-8 calcium fluorescence; 0% DMSO wells, 100% maximal acetylcholine response; activation, % at 3 µM; 0.19% of 360,000 active; AID 624037;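 active = activation above the run's mean over test compounds plus 3 SD, cut at about 23% in these data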;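 note: signal is peak over basal fluorescence ratio across the kinetic read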
Target sequence (P08912 whole entry, looked up): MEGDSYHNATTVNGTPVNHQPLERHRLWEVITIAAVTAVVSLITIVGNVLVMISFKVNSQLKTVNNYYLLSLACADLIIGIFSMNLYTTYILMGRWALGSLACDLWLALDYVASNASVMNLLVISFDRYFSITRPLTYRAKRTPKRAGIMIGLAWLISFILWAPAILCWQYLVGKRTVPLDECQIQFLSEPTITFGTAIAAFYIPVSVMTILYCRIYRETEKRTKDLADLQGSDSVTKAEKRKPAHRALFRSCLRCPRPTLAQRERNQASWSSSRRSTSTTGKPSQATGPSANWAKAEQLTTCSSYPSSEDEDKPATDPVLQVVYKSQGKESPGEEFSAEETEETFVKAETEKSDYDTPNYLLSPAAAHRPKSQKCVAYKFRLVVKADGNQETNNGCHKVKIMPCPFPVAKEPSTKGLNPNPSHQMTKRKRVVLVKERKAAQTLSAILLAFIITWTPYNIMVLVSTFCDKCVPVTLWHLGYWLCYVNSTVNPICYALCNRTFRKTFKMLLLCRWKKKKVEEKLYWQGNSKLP
TAAR1 agonist: human TAAR1 agonism | CHO RD-HGA16 TAAR1, Fluo-8 calcium fluorescence; vehicle wells 0%, saturating PEA agonist 100% | activation, % at 3 µM | 0.99% of 360,000 active;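 active = activation above the mean activation of all test compounds in the run plus 3 SD, cut at about 38% in these data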
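Test system: RD-HGA16 (CHO) cells co-expressing Gα16 and hTAAR1 | Doses: Single dose, 3 µM | Schedule: 17-24 h seeding, 75 min 37 °C dye, 30 min RT | Evaluation: % activation from peak over basal fluorescence ratio, DMSO-to-PEA scaled | Technique: Kinetic Fluo-8 calcium fluorescence | Benchmarks: Low control DMSO, high control PEA (EC100)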
M4 ag: agonists of human muscarinic M4 receptor (CHRM4). P08173. CHO-K1 hM4/Gqi5, Fluo-8 calcium fluorescence; vehicle 0%, full acetylcholine response 100%. activation, % at 3 µM. 0.14% of 360,000 active. AID 624127;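 active = activation above the run mean over all test wells plus 3 SD, cut at about 32% in these data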;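 note: peak over basal fluorescence ratio per well then scaled between controls; 0% = DMSO wells and 100% = acetylcholine at EC100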
M5 antag: antagonists of human muscarinic M5 receptor (CHRM5) | P08912 | CHO-hM5 cells, Fluo-8 calcium fluorescence, ACh EC80 | inhibition, % at 3 µM | 0.59% of 360,000 active;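 active = inhibition above a per-plate cutoff, the mean of that plate's test compounds plus 3 SD, cut at about 27% in these data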;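 note: 0% = acetylcholine EC80 with DMSO and 100% = DMSO without agonist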
M1 PAM: positive allosteric modulators of human M1 muscarinic receptor | P11229 | CHO-K1 hM1, Fluo-8 calcium fluorescence, ACh EC20; 0% = ACh EC20, 100% = maximal ACh | activation, % at 3 µM | 0.088% of 360,000 active | AID 588819; in the data active = activation above about 19%, passing the limit was not always enough
M4 antag: blocks acetylcholine activation of human M4 receptor | P08173 | CHO-hM4 cells, ACh EC80, Fluo-8 calcium fluorescence | inhibition, % at 3 µM | 0.73% of 360,000 active | AID 624125;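 active = inhibition above its plate's cutoff, the mean inhibition of sample wells plus 3 SD, cut at about 27% in these data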;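 note: 0% = acetylcholine EC80 with DMSO and 100% = DMSO without agonist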
M5 PAM: potentiates acetylcholine response at human M5 receptor; P08912; CHO-K1 hM5, Fluo-8 calcium, ACh EC20 PAM; 0% = ACh EC20, 100% = ACh EC100; activation, % at 3 µM; 0.3% of 360,000 active; AID 624038;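 active = activation above the run cutoff, the mean activation of all test compounds plus 3 SD, cut at about 18% in these data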
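Assay system: CHO-K1 hM5 cells. Also added: acetylcholine at EC20 concentration, added after compound. Dosing: 3 µM, single dose. Times: compound preincubation 140 s before EC20 acetylcholine addition. Signal: Fluo-8 calcium fluorescence. Measure: % activation relative to EC20 and EC100 ACh responses. Repeats: singlicate, one well per test compound.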
An asterisk follows results filed as active; x = not tested or not shown.

SMILES	CHRM1 agonist	CHRM1 antagonist	CHRM5 agonist	TAAR1 agonist	M4 ag	M5 antag	M1 PAM	M4 antag	M5 PAM
O=C(NCCCn1ccnc1)c1ccncc1	-2	-3	0	21	0	-2	6	-4	-1
CC(C)(C)c1ccc(/C=N/NC(=O)c2ccccn2)cc1	0	6	-4	2	0	15	1	-2	-1
C#CCOCCOCCOCCNc1nc(N2CCN(C(=O)[C@H](CCC(=O)O)n3cc(C(N)CO)nn3)CC2)nc(N2CCN(C(=O)[C@H](Cc3cc4ccccc4[nH]3)n3cc(C(N)[C@H](C)CC)nn3)CC2)n1 (some centres undefined)	-4	-1	0	x	3	14	1	-2	4
CCC(NC(=S)NCc1ccc(F)cc1)c1ccc(C)cc1 (centres undefined)	2	14	3	9	11	6	-15	16	-8
CN(CC(=O)Nc1ccc(F)cc1)C(=O)COC(=O)/C=C/c1cccs1	-2	-13	0	3	1	2	13	-2	3
O=C(O)C(Cc1ccccc1-c1ccccc1)C(=O)O	-3	-10	0	1	0	10	4	2	-2
Oc1ccc(/C=N/Nc2ccnc3cc(Cl)ccc23)cc1O	-4	-14	11	97*	3	-5	13	-3	9
Cc1ccc(N2CCCCn3c2nc2c3c(=O)[nH]c(=O)n2C)cc1	-6	-6	-7	-2	0	-1	7	-2	6
COc1cc(/C=C/C(=O)NNc2c(F)c(F)cc(F)c2F)ccc1OC(F)F	-5	-6	-5	x	2	-2	0	4	-2
COc1cccc(-c2nc(CS(=O)(=O)CC(=O)N3CCN(c4ccccn4)CC3)c(C)o2)c1	-4	-8	-1	2	6	1	-3	-5	-4
Cc1ccc(NC(=S)NC(=O)c2ccc(-c3ccccc3)cc2)c(C)c1	-5	25	-3	12	1	-9	-7	4	-3
CCO[C@H]1OC(C(=O)N2CCN(Cc3ccccc3)CC2)=C[C@@H](c2coc3ccccc3c2=O)[C@@H]1CCCO	-4	-4	2	10	12	4	0	-8	-12
Cc1nn(Cc2ccccc2)c(Cl)c1C(=O)NCc1ccc(C)n1C	-7	-9	0	3	0	-5	6	-4	2
COc1cccc(CNC(=O)CN2C(=O)c3ccccc3S2(=O)=O)c1	-2	-9	-2	3	1	1	6	-17	-6
CN(C)/C=N/C(=S)Nc1ccc(F)cc1	-2	-10	-1	10	4	2	9	-9	0
O=C1C2CCCCN2C(=O)N1CCCCN1CCN(c2ccccc2Oc2ccccc2)CC1 (centres undefined)	-8	1	-17	2	4	6	-3	8	-1
COc1cc(O)c(C(CCN2CCCC2)c2cc(OC)c(OC)c(OC)c2)c(OC)c1 (centres undefined)	-3	-5	3	7	1	-2	1	-10	8
COc1ccc(-c2noc(CCCC(=O)NC3CCCCC3)n2)cc1	-3	2	5	2	14	1	-6	2	-4
COc1ccc(NC(=O)c2ccc(CN3CCc4ccccc4C3)cc2)cc1OC	-8	-2	0	11	1	10	0	1	-4
Fc1cc(F)c(C2SCCN2C(=S)Nc2cccc(C(F)(F)F)c2)c(F)c1 (centres undefined)	5	12	11	66*	27	23	-6	13	-23
CCCCCCCCCC(=O)N/N=C/c1ccc(C)s1	-2	4	0	2	0	-5	-2	-1	1
O=C(Nc1ccc(Br)cc1)C1Cc2ccccc2O/C1=N\O (centres undefined)	-5	-1	1	-1	6	1	3	0	2
O=C(NCc1ccccc1Cl)c1ccc(S(=O)(=O)Nc2cccc(C(F)(F)F)c2)cc1	7	9	10	34	10	3	8	15	5
COc1cccc(NC(=O)CN2C(=O)NC(C)(CC(C)C)C2=O)c1 (centres undefined)	-3	-3	3	1	2	-1	6	-9	3
O=C(NCCCN1CCOCC1)c1ccc2nc(Cc3ccccc3F)oc2c1	-5	-5	-3	1	2	-8	3	5	3
O=C(CN1C(=O)S/C(=C\c2cccc(Cl)c2)C1=O)NCCCn1ccnc1	-4	-2	-6	2	5	-4	-3	-8	3
O=C1CCC(C(=O)N2CCCCO2)CN1Cc1cccc(F)c1 (centres undefined)	-2	-8	-2	1	0	4	6	-4	0
COc1cc(/C=N/NC(=O)c2cc(O)cc(O)c2)ccc1OC(=O)c1ccccc1	-1	-18	-1	-2	-1	-1	19	-9	4
CC(=O)c1cccc([N+](=O)[O-])c1	-2	-5	0	2	1	0	11	-7	3
CCOC(=O)NC(NC(=O)OCC)C(=O)c1ccccc1	-3	-9	0	7	0	17	1	26	-12
COc1cccc(CN(C)C(=O)COc2ccc(C(=O)c3ccc(Cl)cc3)cc2)c1OC	-2	-18	1	-1	4	11	12	-3	-3
Cc1nnc(SCC(=O)NC2CCS(=O)(=O)C2)n1Cc1ccccc1 (centres undefined)	-4	-8	-2	0	6	-5	11	-3	-1
CCCCn1c(SCC(=O)NC2CC2)nnc1-c1ccncc1	-1	-10	-2	2	0	18	10	8	-5
CC(C)(Oc1ccc(Cl)cc1)C(=O)N/N=C/c1cn[nH]c1-c1ccccc1	0	-2	4	2	4	-2	4	-2	1
CN(C)c1ccc(C(=O)OCC(=O)c2cccs2)cc1	-7	-3	-4	9	1	-3	0	5	5
COC(=O)C1CSC(C(=O)OC)N1C(=O)Nc1c(C)cccc1C (centres undefined)	-2	-2	1	2	1	3	6	-3	4
O=C(OCc1c(Cl)cccc1Cl)c1cnccn1	-3	-4	-5	14	1	1	2	-5	-8
O=C1OCCN1C(=O)[C@H]1[C@H](c2ccc([N+](=O)[O-])cc2)C(c2cccc(Cl)c2)=NN1c1ccc(Br)cc1	1	-21	2	0	2	-6	3	-14	4
Cc1ccc(S(=O)(=O)NCCC(=O)NNC(=O)C2COc3ccccc3O2)cc1 (centres undefined)	-3	-17	-1	2	0	-3	15	1	1
CCn1cc([N+](=O)[O-])c(C(=O)NCc2ccc(Cl)cc2)n1	-2	-5	-1	4	2	-2	13	-2	6
CCN(C(=O)COC(=O)CNC(=O)c1ccc(Cl)cc1Cl)c1c(N)n(Cc2ccccc2)c(=O)[nH]c1=O	-2	-1	0	1	0	9	-2	11	-4
CCCn1nnnc1NCc1cccn1C	-6	-3	-1	11	0	9	-1	10	-3
COc1ccc(OCC(=O)Nc2ccc(S(=O)(=O)Nc3nc(C)cc(C)n3)cc2)cc1	-5	-8	-4	4	2	4	10	-12	-5
Cc1noc(C)c1C(=O)N1CCC1(C)C(=O)NS(=O)(=O)Cc1cccc(Cl)c1 (centres undefined)	-1	-15	5	1	1	12	6	-5	-4
Cc1ccc(C)c(S(=O)(=O)N2CCCC2CNC(=O)C(=O)NCc2ccccc2)c1 (centres undefined)	-2	-14	0	0	4	5	6	-9	0
CCOc1ccc2oc(=O)cc(CN3CCN(C(=O)c4ccco4)CC3)c2c1	-1	-21	-5	0	2	7	15	-7	1
CCCCc1cc(=O)oc2cc(OCC(=O)NCCN3CCOCC3)ccc12	-2	-7	-2	3	2	-10	5	-7	-1
Cc1c(-n2c(SCC(=O)N(C)C3CCS(=O)(=O)C3)nc3ccccc3c2=O)c(=O)n(-c2ccccc2)n1C (centres undefined)	-3	-6	0	4	2	12	9	-10	0
Cc1cc(C)n2nc(C(=O)N3CCCC(CNS(=O)(=O)c4cccs4)C3)cc2n1 (centres undefined)	-3	-6	0	-1	2	8	9	-5	2
CC(C)NC(=O)c1sc2nc3c(c(-c4cccs4)c2c1N)CN(C)CC3	-5	-6	-5	1	1	-9	9	-5	12
Remaining list, next part:
SMILES	CHRM1 agonist	CHRM1 antagonist	CHRM5 agonist	TAAR1 agonist	M4 ag	M5 antag	M1 PAM	M4 antag	M5 PAM
C[C@H](CO)N1C[C@H](C)[C@@H](CN(C)CC2CC2)OCc2cnnn2CCCC1=O	-2	9	1	0	2	11	-11	0	-10
CNC[C@@H]1OCc2ccccc2-c2ccccc2C(=O)N([C@@H](C)CO)C[C@@H]1C	-1	2	2	0	0	-8	-3	0	6
CCOc1ccccc1N1CCN(C(=O)CNC(=O)c2sc3ccccc3c2Cl)CC1	-3	-8	-4	-1	-1	13	0	2	-2
Cc1cc2[nH]c(=O)c(=O)[nH]c2cc1S(=O)(=O)Nc1cccc(Cl)c1	-1	-10	-4	0	0	6	17	1	1
Cc1ccc2[nH]c(C(=O)NCCN3CCCC3)cc2c1	-1	-10	2	-1	1	-12	13	-4	1

Filtered by structure: the compounds so far with an aryl methoxy group.
SMILES	CHRM1 agonist	CHRM1 antagonist	CHRM5 agonist	TAAR1 agonist	M4 ag	M5 antag	M1 PAM	M4 antag	M5 PAM
COc1cc(/C=C/C(=O)NNc2c(F)c(F)cc(F)c2F)ccc1OC(F)F	-5	-6	-5	x	2	-2	0	4	-2
COc1cccc(-c2nc(CS(=O)(=O)CC(=O)N3CCN(c4ccccn4)CC3)c(C)o2)c1	-4	-8	-1	2	6	1	-3	-5	-4
COc1cccc(CNC(=O)CN2C(=O)c3ccccc3S2(=O)=O)c1	-2	-9	-2	3	1	1	6	-17	-6
COc1cc(O)c(C(CCN2CCCC2)c2cc(OC)c(OC)c(OC)c2)c(OC)c1 (centres undefined)	-3	-5	3	7	1	-2	1	-10	8
COc1ccc(-c2noc(CCCC(=O)NC3CCCCC3)n2)cc1	-3	2	5	2	14	1	-6	2	-4
COc1ccc(NC(=O)c2ccc(CN3CCc4ccccc4C3)cc2)cc1OC	-8	-2	0	11	1	10	0	1	-4
COc1cccc(NC(=O)CN2C(=O)NC(C)(CC(C)C)C2=O)c1 (centres undefined)	-3	-3	3	1	2	-1	6	-9	3
COc1cc(/C=N/NC(=O)c2cc(O)cc(O)c2)ccc1OC(=O)c1ccccc1	-1	-18	-1	-2	-1	-1	19	-9	4
COc1cccc(CN(C)C(=O)COc2ccc(C(=O)c3ccc(Cl)cc3)cc2)c1OC	-2	-18	1	-1	4	11	12	-3	-3
COc1ccc(OCC(=O)Nc2ccc(S(=O)(=O)Nc3nc(C)cc(C)n3)cc2)cc1	-5	-8	-4	4	2	4	10	-12	-5

Screening data from PubChem BioAssay.

Some of the compounds tested; count on the stated rates, not on these rows.
